DTT redox prof = compounds producing H2O2 with reducing agent – biochemical, NIH compound library profiling, artefact control for MLSCN library redox annotation, primary screen; DTT-dependent redox cycling H2O2, phenol red/HRP absorbance; 100% = 100 µM peroxide control, 0% = buffer; activation, % at 10 µM; hit rate 0.03% among 200,000; AID 878;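 active = activation of at least 50% relative to the plate's high and low controls in the primary single-dose screen; inactive = activation below 50%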;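 also: compound incubated with DTT at 0.8 mM final as the reducing agent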
S1P3 antagonist = S1P3 (human) receptor antagonism; Q99500; CHO S1P3 NFAT-BLA reporter, FRET fluorescence, antagonist mode; inhibition, % at 4.98 µM; hit rate 0.27% among 170,000; AID 485;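 active = inhibition above the plate cutoff, the mean inhibition of test wells on that plate plus 3 SD, cut at about 28% in these data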;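 also: cells challenged with S1P at its EC80 of 0.8 µM; blue over green emission ratio from cleaved BLA substrate after 4 h stimulation; 0% = S1P-stimulated wells and 100% = unstimulated DMSO-only wells; some compounds past the cut are filed as inactive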
bIAP activator = increases bovine intestinal alkaline phosphatase activity. purified bovine IAP, CDP-star luminescence, 30 min; stronger effect = higher value; fold of DMSO-control signal, blank-subtracted. activation factor at 20 µM. hit rate 0.17% among 200,000. AID 1016;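 active = activation factor of 2 or more at 20 µM, a signal rise over negative controls twice the positive control's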
TLR4-MyD88 BLA = inhibitors of human TLR4-MyD88 binding | inhibition, % at 8.4 µM | O00206+Q99836 | hit rate 0.18% among 200,000 | HeLa CL3-4 TLR4/MyD88 BLA complementation, FRET ratio; in the data active = inhibition above about 25%;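 also: 0% = vehicle and 100% = reference inhibitor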
PPARg SRC-1 ag = agonists of human PPARgamma SRC-1 coactivator recruitment; P37231; PPARgamma-SRC-1 coactivator recruitment biochemical assay; activation, % at 8 µM; hit rate 0.41% among 200,000; AID 631; in the data active = activation above about 19%;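 also: 0% = DMSO and 100% = reference agonist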
Target sequence (P37231 whole entry, looked up): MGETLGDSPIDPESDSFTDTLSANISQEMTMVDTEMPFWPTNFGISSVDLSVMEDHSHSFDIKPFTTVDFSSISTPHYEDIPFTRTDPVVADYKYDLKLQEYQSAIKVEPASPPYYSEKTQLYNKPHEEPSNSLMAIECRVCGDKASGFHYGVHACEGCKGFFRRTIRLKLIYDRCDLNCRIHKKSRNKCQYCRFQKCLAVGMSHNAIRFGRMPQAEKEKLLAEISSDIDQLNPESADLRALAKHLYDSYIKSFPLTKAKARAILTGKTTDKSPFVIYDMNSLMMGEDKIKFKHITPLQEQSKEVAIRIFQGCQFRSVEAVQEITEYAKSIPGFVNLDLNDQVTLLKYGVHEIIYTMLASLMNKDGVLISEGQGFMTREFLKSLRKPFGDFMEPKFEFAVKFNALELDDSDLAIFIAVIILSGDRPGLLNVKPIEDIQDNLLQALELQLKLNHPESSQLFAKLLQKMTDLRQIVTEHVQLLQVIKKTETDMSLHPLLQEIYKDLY
PPARg SRC-2 ag = promotes SRC-2 coactivator recruitment by human PPARgamma; P37231; PPARgamma LBD-SRC-2 recruitment, biochemical; activation, % at 8 µM; hit rate 0.34% among 200,000; AID 1032; in the data active = activation above about 22%;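 also: 0% = vehicle and 100% = reference agonist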
bIAP inhibitor = blocks bovine intestinal alkaline phosphatase activity | 190,000 tested, under 10 active | inhibition, % at 20 µM | purified bovine IAP, CDP-star luminescence, 30 min;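 active = over 50% inhibition of intestinal alkaline phosphatase at 20 µM in the single-dose screen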
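System: purified bovine intestinal alkaline phosphatase (IAP) enzyme; Input: IAP diluted 1/65,000,000 in the well; Measured by: CDP-star luminescence signal; Compound dosing: 20 µM single dose; Incubation: 30 min reaction at room temperature.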
L major viab = inhibitors of Leishmania major promastigote growth | Leishmania major promastigotes, resazurin fluorescence viability | inhibition, % at 10 µM | hit rate 9% among 200,000 | AID 1063; in the data active = inhibition above about 50%;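 also: promastigotes grown with compound for 44 hours at 28 °C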
PPARg SRC-3 ag = promotes SRC-3 coactivator recruitment by human PPARgamma; P37231; biochemical PPARgamma/SRC-3 coactivator recruitment assay; activation, % at 8 µM; hit rate 0.26% among 200,000; in the data active = activation above about 23%;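 also: 0% = DMSO and 100% = reference agonist; some compounds past the cut are filed as inactive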
ROMK primary = modulates human ROMK potassium channel activity. B-score at 10 µM. Tet-inducible ROMK, thallium flux fluorescence; actives lie on both sides. hit rate 2% among 130,000;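 active = signal ratio slope over the read window, or its plate-corrected B-score, at least 3 SD from the plate mean, either direction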;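 also: B-score of the F/F0 ratio slope over 7 to 12 s after thallium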
Target sequence (P48048 whole entry, looked up): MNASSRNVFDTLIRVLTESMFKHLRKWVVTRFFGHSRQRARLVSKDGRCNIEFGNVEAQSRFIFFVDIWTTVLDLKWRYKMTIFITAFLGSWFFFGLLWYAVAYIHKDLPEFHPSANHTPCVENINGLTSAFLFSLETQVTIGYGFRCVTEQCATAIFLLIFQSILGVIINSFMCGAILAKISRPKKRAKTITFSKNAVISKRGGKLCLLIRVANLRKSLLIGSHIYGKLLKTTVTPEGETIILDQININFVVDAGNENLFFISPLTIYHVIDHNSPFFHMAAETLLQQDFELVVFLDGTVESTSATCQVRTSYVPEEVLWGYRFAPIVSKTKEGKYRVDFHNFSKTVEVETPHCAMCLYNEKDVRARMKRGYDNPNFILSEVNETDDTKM
TR-FRET SRC-2 ct = counter-screen for PPARgamma SRC-2 recruitment agonists: TR-FRET artefact. stronger effect = higher value. TR-FRET ratio at 8 µM. hit rate 0.4% among 200,000. AID 1049; in the data active = TR-FRET ratio above about 2000; also: inactives centre near 1500; reference of the scale not given here
Starred values were filed as active, the others as inactive; . = no result given. Rows are unselected; 11% or so of the library scored in one or more.

SMILES	DTT redox prof	S1P3 antagonist	bIAP activator	TLR4-MyD88 BLA	PPARg SRC-1 ag	PPARg SRC-2 ag	bIAP inhibitor	L major viab	PPARg SRC-3 ag	ROMK primary	TR-FRET SRC-2 ct
CC(Oc1ccc(Cl)cc1Cl)C(=O)NNC(=O)C(=O)N1CCCCC1 (stereo not drawn)	0.3	-4	1.3	1	-8	-2	-28	60*	2	0.41	1457
CCC(C)(C(=O)NC1CCCCC1)N(Cc1ccco1)C(=O)c1ccc2c(c1)OCO2 (stereo not drawn)	1.2	1	1.3	-8	8	4	-31	-2	14	.	1510
CC(C)(C)NCC(O)COCc1ccc(Cl)cc1 (stereo not drawn)	-0.2	.	1	-10	3	8	-1	-7	0	0.068	1569
O=C(CCn1nc(-c2ccc(Cl)cc2)c2ccccc2c1=O)NCC1CCCO1 (stereo not drawn)	0.6	.	1	6	-1	-4	-4	0	-17	.	1421
Cc1cc(C(=O)CSc2nnc(NCc3ccccc3)s2)c(C)n1C	1.9	-28	0.9	-1	-2	7	11	0	-2	.	1466
O=C(Nc1nccs1)c1ccc(COc2ccccc2Cl)o1	-0.2	3	0.9	3	1	9	5	3	5	0.79	1668
Cc1cc2n(n1)C(c1ccco1)Nc1ccccc1-2 (stereo not drawn)	-0.3	-5	0.9	1	5	9	8	-3	11	-0.74	1563
O=C(Nc1ccc(F)cc1)NC1(C(=O)NCc2ccc3c(c2)OCO3)CCCCC1	0.9	.	1	-5	0	7	2	91*	-1	.	1625
CCCCn1nnc(N(C(=O)c2cccs2)C(=O)c2cccs2)n1	0.0	-13	1.1	-10	4	3	-6	-4	14	.	1562
Cc1nn(CC(=O)N2CCN(Cc3ccccc3)CC2)c(=O)c2ccccc12	0.5	-25	1.1	1	-13	0	-8	-8	-4	-0.46	1726
COc1cc2c(cc1OC)CN(C(=S)Nc1ccccc1)CC2	-2.4	.	1	-7	2	4	-1	4	9	.	1452
CCOC(=O)N/N=C(/c1ccccc1)C1CCCCC1	-1.5	-20	1	-12	-9	-1	0	6	0	1.3	1368
C/C(=N/NC(=O)c1sc(NS(=O)(=O)c2ccccc2)nc1C)c1ccc(F)cc1	-0.5	-1	1	9	1	5	4	1	1	-0.97	1633
Cc1csc(NC(=O)CSc2nnc(C)n2Cc2ccco2)n1	1.7	-6	1	-8	4	0	3	-2	-4	.	1621
CC(=O)NNc1nc(-c2ccccc2)cs1	-0.6	-4	1.1	13	-2	7	-11	-8	-1	-0.62	1632
COc1ccc(C2C(C(=O)N3CCCCC3)CCC(=O)N2c2cc(OC)c(OC)c(OC)c2)cc1 (stereo not drawn)	2.0	.	1	-10	0	3	3	-4	-3	.	1570
CN(C)c1ccc(-c2noc(C3CCN(S(=O)(=O)c4cccc(Cl)c4)CC3)n2)cc1	1.9	.	1.1	-5	-4	-2	-5	32	-4	.	1334
O=C1C2(CCC13COC(c1ccc(O)cc1)OC3)COC(c1ccc(O)cc1)OC2 (stereo not drawn)	-7.7	.	1.1	-7	2	11	-7	3	5	0.81	1510
O=C(c1cccc(C(F)(F)F)c1)N1CCOC12CCN(c1ncc(C(F)(F)F)cc1Cl)CC2	0.2	.	0.9	6	-6	0	7	4	-1	-1.4	1451
CCOC(=O)c1c(N)sc(C(=O)N2CCCCC2)c1C	1.6	.	0.9	2	3	0	12	14	-11	0.45	1534
CC(C)c1ccc(/C=N/NC(=O)c2ccccc2Cl)cc1	-1.5	-7	1.1	-15	2	-1	-6	1	4	.	1602
CC1Cc2nc(SCC(=O)c3ccccc3)n(Cc3ccccc3)c(=O)c2S1 (stereo not drawn)	-1.7	.	0.6	-4	14	0	41	8	-3	.	1684
COc1cc(C2CC(c3cccnc3)=NN2c2ccc(F)cc2)cc(OC)c1OC (stereo not drawn)	0.5	-16	1.4	10	6	3	-39	16	7	0.25	1559
CC1CCN(C(=O)C2CCCCN2S(=O)(=O)c2cccc([N+](=O)[O-])c2)CC1 (stereo not drawn)	0.5	-4	1.1	12	10	3	-12	9	3	0.37	1521
CC(=O)c1c(N2CCN(Cc3ccccc3)CC2)[nH]c(-c2ccccc2)nc1=S	1.3	2	1.1	-5	11	1	-9	32	11	7.5*	1688
Next part:
SMILES	DTT redox prof	S1P3 antagonist	bIAP activator	TLR4-MyD88 BLA	PPARg SRC-1 ag	PPARg SRC-2 ag	bIAP inhibitor	L major viab	PPARg SRC-3 ag	ROMK primary	TR-FRET SRC-2 ct
CCSc1nnc(-c2ccc(C)cc2)c2ccccc12	0.2	-7	0.9	-8	5	3	10	14	3	.	1432
Cc1onc(-c2c(Cl)cccc2Cl)c1C(=O)N/N=C(\N)COc1ccc(Cl)cc1	0.6	.	0.9	-8	7	1	8	97*	-5	.	1608
COc1ccc(/C=C2\C(=O)NC(=S)N2C(=O)c2ccc(F)cc2)cc1	-0.1	13	1	-2	2	5	1	4	6	.	1628
CCN(CC)S(=O)(=O)c1cccc(C(=O)Nc2nnc(C)s2)c1	-1.4	-16	1.3	17	15	9	-34	-2	3	-0.13	1457
COC(=O)/C=C/C(=O)N1CCN(c2ccccc2C)CC1	-0.5	1	1	-3	-1	-3	3	37	2	0.5	1446
O=C(Nc1ccccc1N1CCN(c2ccc(F)cc2)CC1)C12CC3CC(CC(C3)C1)C2	2.7	.	1.1	-13	3	10	-6	100*	5	-0.36	1503
Cc1ccc(S(=O)(=O)NC(C)C(=O)Nc2ccccc2C(=O)N2CCCC2)cc1 (stereo not drawn)	2.3	3	1	6	-6	-1	-4	-8	8	.	1423
CCN(CC)S(=O)(=O)c1cccc(NC(=O)Nc2cccc(C(F)(F)F)c2)c1	0.5	.	0.7	4	-2	0	34	100*	4	-0.27	1697
COc1ccc(Cn2c(C3CC3)nc3ccc(NC(C)=O)cc3c2=O)cc1	0.9	31	1.1	-5	13	0	-9	11	2	.	1676
CC(C)CC(=O)NNC(=O)C(C)C	0.0	3	1	-7	7	9	3	-6	1	0.7	1660
CC(=O)Nc1nc(C(=O)Nc2c(C)n[nH]c2C)cs1	4.0	-4	1	10	8	-8	-1	-8	2	0.48	1428
CC(=O)NS(=O)(=O)c1ccc(NC(=O)/C=C/c2ccccc2)cc1	0.2	-24	1.1	-2	-14	0	-6	-2	-2	0.22	1497
COc1ccccc1NC(=O)CSC(N)=O	0.9	.	0.8	0	7	7	20	-5	5	.	1698
Cc1ccc(O)c(Sc2cc(C)ccc2O)c1	0.5	-25	1.1	-12	5	4	-10	-12	0	.	1398
CCOC(=O)c1cc(S(=O)(=O)NC2CCN(C(=O)OCC)CC2)cn1C	-0.5	19	1	6	3	-4	4	7	-10	.	1570
CCN(CCN(C)C)C(=O)Cn1ncc2c1-c1cc(C)ccc1OC2	-0.9	3	1.2	-1	-1	9	-20	5	14	.	1471
CCC(=O)c1c(NC)cc(C)oc1=O	0.1	-10	0.9	7	1	-4	6	-7	4	0.87	1190
CC(C)(C)NC(=O)/C(=C/c1ccco1)c1ccccc1	2.2	.	1	-10	3	-7	1	-2	-3	.	1482
CC(C)CCNC(=O)C1CCCCN1S(=O)(=O)c1ccc(F)cc1 (stereo not drawn)	0.3	.	0.9	-3	0	6	11	-3	-2	0.035	1574
CCOC(=O)N1CCN(Cc2nc(N)nc(Nc3ccc(C)cc3C)n2)CC1	-0.8	6	1	-17	2	4	-2	-2	3	-0.34	1512
Cn1c(=O)c(C(=O)Nc2ncccn2)c(O)c2ccccc21	0.3	9	1.1	-10	-2	2	-9	-2	-5	0.37	1324
CCc1nnc(/N=C/c2c(O)n(-c3ccc(Cl)cn3)c(=O)c3ccccc23)s1	0.5	-4	1.1	7	-4	-5	-7	1	1	-2.3	1574
COCCN(Cc1cc2cccc(C)c2n2nnnc12)C(=O)C(F)(F)F	0.3	-25	1	-6	6	5	-2	9	-2	0.046	1682
Clc1ccc(Nc2nc(-c3cccs3)cs2)nc1	1.1	24	0.7	3	6	12	30	44	0	.	1695

Structures shown so far containing a Cl atom (10):
SMILES	DTT redox prof	S1P3 antagonist	bIAP activator	TLR4-MyD88 BLA	PPARg SRC-1 ag	PPARg SRC-2 ag	bIAP inhibitor	L major viab	PPARg SRC-3 ag	ROMK primary	TR-FRET SRC-2 ct
CC(Oc1ccc(Cl)cc1Cl)C(=O)NNC(=O)C(=O)N1CCCCC1 (stereo not drawn)	0.3	-4	1.3	1	-8	-2	-28	60*	2	0.41	1457
CC(C)(C)NCC(O)COCc1ccc(Cl)cc1 (stereo not drawn)	-0.2	.	1	-10	3	8	-1	-7	0	0.068	1569
O=C(CCn1nc(-c2ccc(Cl)cc2)c2ccccc2c1=O)NCC1CCCO1 (stereo not drawn)	0.6	.	1	6	-1	-4	-4	0	-17	.	1421
O=C(Nc1nccs1)c1ccc(COc2ccccc2Cl)o1	-0.2	3	0.9	3	1	9	5	3	5	0.79	1668
CN(C)c1ccc(-c2noc(C3CCN(S(=O)(=O)c4cccc(Cl)c4)CC3)n2)cc1	1.9	.	1.1	-5	-4	-2	-5	32	-4	.	1334
O=C(c1cccc(C(F)(F)F)c1)N1CCOC12CCN(c1ncc(C(F)(F)F)cc1Cl)CC2	0.2	.	0.9	6	-6	0	7	4	-1	-1.4	1451
CC(C)c1ccc(/C=N/NC(=O)c2ccccc2Cl)cc1	-1.5	-7	1.1	-15	2	-1	-6	1	4	.	1602
Cc1onc(-c2c(Cl)cccc2Cl)c1C(=O)N/N=C(\N)COc1ccc(Cl)cc1	0.6	.	0.9	-8	7	1	8	97*	-5	.	1608
CCc1nnc(/N=C/c2c(O)n(-c3ccc(Cl)cn3)c(=O)c3ccccc23)s1	0.5	-4	1.1	7	-4	-5	-7	1	1	-2.3	1574
Clc1ccc(Nc2nc(-c3cccs3)cs2)nc1	1.1	24	0.7	3	6	12	30	44	0	.	1695

Screens (PubChem BioAssay)
